D1 PAM – enhances dopamine response at the human D1 receptor; potentiation, % at 10 µM; 360,000 compounds, 0.036% hits; HEK293 TREx D1 cells, calcium flux, dopamine EC20 potentiation; P21728; in the data active = potentiation above about 30%; also: 0% is about no effect
D1 antagonist – blocks dopamine activation of the human D1 receptor; P21728; HEK293 TREx D1 cells, calcium flux, dopamine EC80; active compounds read low; activity change, negative = inhibition, % at 10 µM; 360,000 compounds, 3.2% hits; AID 504652; in the data active = activity change below about -30%; also: % is scaled to controls: 0 for no effect and ±100 for the full control effect
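Kinetic fluorescence of a calcium dye serves as the read-out. D1-expressing Hek293 Trex cells, induced overnight at 30 C, are exposed to compound for 180 s before an EC80 dopamine addition, then read 180 s further.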
D2 PAM – positively modulates the human D2 dopamine receptor allosterically | P14416 | potentiation, % at 10 µM | HEK293 T-REx D2, calcium flux, EC20 dopamine potentiation | 340,000 compounds, 0.34% hits;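 active = potentiation over 3 SD above the plate norm, cut at about 30% in these data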; also: 0% is about no effect
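Calcium flux readout, no-wash dye, 1 read/s. Inducible HEK293 Trex D2 line, overnight 30 C. Compound alone 180 s (agonist flags), then EC20 dopamine, another 180 s to score potentiation.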
D2 agonist – activates the human D2 dopamine receptor. HEK293 T-REx D2 cells, calcium flux agonist mode. activation, % at 2 µM. 340,000 compounds, 0.53% hits. P14416. AID 485358;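 active = activation over 3 SD above normal in the single-dose calcium agonist read, cut at about 30% in these data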; also: 0% is about no effect
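In this primary screen, compounds producing a positive calcium signal within 180 s of addition to tetracycline-induced, force-coupled HEK293 Trex D2 cells are flagged; cells are dye-loaded with a no-wash calcium kit beforehand.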
TRHR agonist – TRH receptor (human) agonism; P34981; TRHR cells, calcium flux fluo-8, FDSS agonist mode; activation, % at 2 µM; 360,000 compounds, 0.18% hits; AID 493084; also: 0% is about no effect
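In this calcium-flux screen, cells bearing human TRHR are dye-loaded with fluo-8, baselined for 10 cycles, then exposed to library compounds; positive kinetic calcium responses during the agonist phase mark hits, with TRH as control.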
TRHR PAM – allosteric enhancers of human TRH receptor; P34981; TRHR cells, fluo-8 calcium fluorescence, EC20 TRH enhancement; enhancement, % at 2 µM; 360,000 compounds, 0.66% hits; AID 493056; in the data active = enhancement above about 30%; also: 0% is about no effect
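Enhancer read-out: after compound pinning and an initial kinetic agonist-mode read, an EC20 of TRH (10 nM final) was injected and fluo-8 calcium signal (Ex 480/Em 530) followed at 1 s/cycle for 100 cycles in TRHR-expressing cells.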
RXFP1 antag – antagonists of human relaxin receptor RXFP1; Q9HBX9; HEK293-RXFP1, relaxin-stimulated cAMP HTRF, 30 min; active compounds read low; activity change, negative = inhibition, % at 57.5 µM; 350,000 compounds, 0.59% hits; AID 1259400;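 active = activity change of -60% or lower, but not beyond a set lower limit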; also: % is scaled to controls: 0 for no effect and ±100 for the full control effect
Target sequence (Q9HBX9 whole entry, looked up): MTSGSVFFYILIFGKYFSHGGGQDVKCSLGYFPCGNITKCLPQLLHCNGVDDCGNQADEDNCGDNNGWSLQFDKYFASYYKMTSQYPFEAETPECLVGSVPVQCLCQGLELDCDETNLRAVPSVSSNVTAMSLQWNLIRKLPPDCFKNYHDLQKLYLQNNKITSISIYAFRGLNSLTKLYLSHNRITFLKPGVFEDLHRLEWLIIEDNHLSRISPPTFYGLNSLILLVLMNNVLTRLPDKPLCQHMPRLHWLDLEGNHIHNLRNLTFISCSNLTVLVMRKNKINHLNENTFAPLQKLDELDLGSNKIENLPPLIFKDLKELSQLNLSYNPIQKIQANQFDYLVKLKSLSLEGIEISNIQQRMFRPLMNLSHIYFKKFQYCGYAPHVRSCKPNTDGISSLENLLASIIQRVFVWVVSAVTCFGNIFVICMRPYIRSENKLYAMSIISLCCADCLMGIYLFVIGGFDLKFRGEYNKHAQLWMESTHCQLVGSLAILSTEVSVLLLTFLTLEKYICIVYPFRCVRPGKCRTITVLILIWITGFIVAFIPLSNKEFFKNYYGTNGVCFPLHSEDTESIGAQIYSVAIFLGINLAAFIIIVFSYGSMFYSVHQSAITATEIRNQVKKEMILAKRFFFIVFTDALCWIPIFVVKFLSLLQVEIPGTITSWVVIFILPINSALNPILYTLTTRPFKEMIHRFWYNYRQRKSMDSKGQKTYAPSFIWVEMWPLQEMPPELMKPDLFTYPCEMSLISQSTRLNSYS
D1 ag – human D1 receptor agonism; HEK293 T-REx D1 cells, calcium flux, agonist mode; activation, % at 2 µM; 360,000 compounds, 1% hits; AID 504660; also: 0% is about no effect
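Agonism was scored from calcium flux recorded over 180 s (1 read/s) after pintool compound addition, following a 10-cycle baseline. Cells were inducible force-coupled HEK293 TREx D1, plated overnight at 30 C and loaded with no-wash calcium dye.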
D2 antagonist – antagonizes the human D2 dopamine receptor; 340,000 compounds, 2% hits; HEK293 TREx D2 cells, calcium flux, dopamine EC80; P14416; inhibition, % at 10 µM; in the data active = inhibition above about 30%; also: 0% is about no effect
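Overnight-induced (tetracycline, 30 C) HEK293 T-REx cells carrying force-coupled D2 receive a no-wash calcium dye, then compound, then EC80 dopamine at 180 s; signals are read kinetically throughout.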
Starred values were filed as active, the others as inactive; nt = no result given. Rule as the data show it, unless noted: active = activation above about 30%; inactive = the rest. Compounds were not picked by outcome, and some 7.1% of all compounds hit somewhere here.

SMILES | D1 PAM | D1 antagonist | D2 PAM | D2 agonist | TRHR agonist | TRHR PAM | RXFP1 antag | D1 ag | D2 antagonist
CN1CCN(c2ccc(NC(=S)NC(=O)c3cccc4c(Br)cccc34)cc2)CC1 | -9 | -37* | -8 | -0.4 | 0.0 | -6 | -6 | 3 | 6
CCC(C)NC(=O)c1ccc(NC(=O)CC2SC(N3CCCC3)=NC2=O)cc1 (centres undefined) | 3 | -17 | 1 | 0.3 | 0.5 | 8 | 1 | 3 | 2
COC(=O)C1=C(C)NC(=O)NC1c1c(O)ccc2ccccc12 (centres undefined) | -1 | 8 | 0 | 1.0 | 0.2 | 35* | 4 | 1 | 14
Cc1ccc(CNS(=O)(=O)c2ccc3c(c2)C(C)(C)C(=O)N3C)cc1 | -4 | -19 | -6 | -0.6 | 0.0 | -4 | nt | 3 | -22
COc1ccc(S(=O)(=O)NCCc2ccccc2)c2cccnc12 | -2 | -11 | 15 | -0.6 | 0.7 | 2 | 8 | -1 | -3
Cc1ccc(CSc2[nH]c(=O)ncc2C)cc1 | -3 | 11 | 8 | -0.3 | -0.4 | 0 | 5 | -1 | 11
Cc1onc(-c2ccc(Cl)cc2Cl)c1-c1csc(N/N=C/c2ccccc2Cl)n1 | -5 | -11 | 4 | 0.5 | 0.3 | -2 | -69* | 4 | 3
CCOc1ccccc1-n1nnnc1SCC(=O)NC(=O)Nc1ccc2c(c1)OCCO2 | -5 | nt | 6 | 0.1 | 0.2 | -6 | -5 | -1 | 6
COc1ccc(Nc2n[nH]c(N)c2C(N)=O)cc1 | -1 | 6 | -6 | 0.6 | 0.0 | -7 | -5 | 1 | 2
O=C(COC(=O)C1CCN(S(=O)(=O)c2ccc(Cl)c(C(F)(F)F)c2)CC1)NCc1ccco1 | -3 | -14 | 12 | 0.5 | 0.7 | 12 | -16 | 7 | -5
CC1CCc2c(sc(NC(=O)CSc3ncn[nH]3)c2C#N)C1 (centres undefined) | -2 | -28 | 2 | -0.1 | 0.2 | -4 | 6 | 9 | 1
Cc1ccc(N(C(=O)c2cnccn2)C(C(=O)NC2CCCCC2)c2ccc(O)cc2)cc1 (centres undefined) | 3 | 0 | 18 | 0.5 | 0.2 | 8 | -2 | 1 | 6
CCN(CC)c1ccc(C2NC(=O)NC(C)=C2C(=O)Nc2ccccc2)cc1 (centres undefined) | -6 | 6 | -2 | -0.2 | 0.1 | 17 | 2 | 1 | -4
O=C1C=C(c2ccc(F)cc2OCc2ccccc2)C[C@@H](c2ccc(F)cc2)C1 | -4 | nt | 3 | 5.5 | 3.7 | 2 | nt | 7 | 20
CCOC(=O)N1CCC(N2C(=O)c3ccccc3C2Nc2cc(C(=O)OC)cc(C(=O)OC)c2)CC1 (centres undefined) | nt | -6 | -4 | 0.4 | 1.1 | -2 | 3 | 2 | 8
CCS(=O)(=O)N1CCc2cc(C(=O)Nc3cc(OC)c(Cl)cc3OC)ccc21 | -4 | 12 | -14 | -1.4 | -0.6 | -5 | nt | -2 | nt
CCOC(=O)c1[nH]c2ccc(C)cc2c1NC(=O)CN1CCCCC1 | 0 | -10 | -17 | -0.8 | -0.1 | -4 | 2 | -1 | 5
Cc1ccc(NC(=S)NC2CC3CCCC(C2)N3Cc2cccs2)cc1 (centres undefined) | -10 | -87* | -23 | 0.9 | 6.0 | -3 | -8 | 14 | 72*
CCCCOc1ccccc1C(=O)Nc1nonc1-c1ccccc1 | 0 | -6 | -18 | 1.4 | 2.0 | -15 | 0 | 18 | nt
O=C(CCc1ccccc1)N1CCN(S(=O)(=O)c2cccs2)CC1 | -3 | -40* | 11 | -0.7 | 0.1 | 0 | -8 | 3 | -12
O=C(NCc1ccccc1)C(c1ccccc1)N(Cc1cccs1)C(=O)c1cnccn1 (centres undefined) | -15 | -8 | 2 | 0.7 | 0.0 | -19 | -1 | 4 | 1
COc1cccc(CNC(=O)c2c(O)nc3ccccn3c2=O)c1 | 2 | -29 | -19 | -0.7 | -0.3 | 6 | nt | -1 | nt
O=S1(=O)NC(CC2=CCCCC2)C2CCCCC2O1 (centres undefined) | -10 | -19 | -7 | -2.3 | -0.8 | -10 | nt | 2 | 7
CCCNC(=O)c1cc(-c2ccc(OC)cc2)n(CCCOC)c1C | 0 | 2 | -7 | -1.6 | 1.2 | -11 | 9 | 1 | 1
C/C(=N\NC(=O)c1nc2ccccn2c1C)c1ccco1 | -2 | 3 | -2 | 0.2 | 0.5 | -6 | 5 | 0 | -1

Just D2 PAM and D1 ag, for 6 of the compounds above:
| SMILES | D2 PAM | D1 ag |
| --- | --- | --- |
| O=C(COC(=O)C1CCN(S(=O)(=O)c2ccc(Cl)c(C(F)(F)F)c2)CC1)NCc1ccco1 | 12 | 7 |
| CC1CCc2c(sc(NC(=O)CSc3ncn[nH]3)c2C#N)C1 (centres undefined) | 2 | 9 |
| Cc1ccc(N(C(=O)c2cnccn2)C(C(=O)NC2CCCCC2)c2ccc(O)cc2)cc1 (centres undefined) | 18 | 1 |
| CCN(CC)c1ccc(C2NC(=O)NC(C)=C2C(=O)Nc2ccccc2)cc1 (centres undefined) | -2 | 1 |
| O=C1C=C(c2ccc(F)cc2OCc2ccccc2)C[C@@H](c2ccc(F)cc2)C1 | 3 | 7 |
| CCOC(=O)N1CCC(N2C(=O)c3ccccc3C2Nc2cc(C(=O)OC)cc(C(=O)OC)c2)CC1 (centres undefined) | -4 | 2 |

The list goes on:
SMILES | D1 PAM | D1 antagonist | D2 PAM | D2 agonist | TRHR agonist | TRHR PAM | RXFP1 antag | D1 ag | D2 antagonist
COc1cccc(N2CCN(S(=O)(=O)c3ccc(-c4coc(C)n4)cc3)CC2)c1 | -2 | -27 | 3 | nt | 0.6 | -7 | 0 | 6 | nt
Cc1cc(C)c(NC(=S)NCCCSC2CCCCC2)c(C)c1 | 2 | 7 | 2 | nt | 0.2 | -1 | -18 | 3 | nt
CCn1c(=O)cc(SCC(=O)NCCc2cc(OC)ccc2OC)c2ccccc21 | 0 | 1 | 15 | -0.9 | -0.6 | 0 | nt | -1 | nt
O=C1CCC(C(=O)Nc2cc(C(F)(F)F)ccc2-n2cncn2)=NN1 | -1 | 0 | 4 | -0.2 | 0.3 | -7 | 7 | 3 | -11
CCn1c(SCC(=O)NCc2ccccc2)nc2ccccc2c1=O | -3 | -7 | -4 | 0.6 | -0.3 | 1 | 1 | 1 | -21
Cn1c(=O)c([N+](=O)[O-])c(Oc2ccccc2)c2ccccc21 | -2 | -4 | -12 | -1.2 | -0.4 | 13 | -29 | 0 | -11
COC(=O)c1cc(=O)n(-c2ccc(F)cc2)c(=Nc2ccc(F)cc2)s1 | -3 | 10 | -1 | -0.1 | -0.7 | -4 | -24 | -3 | 3
O=C(Nc1ccno1)Nc1ccc(Cl)cc1Cl | -10 | -11 | 5 | 0.0 | 0.4 | -7 | -3 | 5 | -3
CN(CC(=O)Nc1sccc1C#N)C1CCCCC1 | 1 | -4 | 0 | -2.1 | -0.8 | 2 | 7 | 1 | 0
CC(Oc1ccc(Cl)cc1Cl)c1ccnc2nc(N3CCOCC3)nn12 (centres undefined) | -14 | -21 | -4 | 0.0 | -1.1 | -17 | -10 | 7 | 16
CC/C(=N\NC(=O)c1c(-c2ccccc2)noc1C)c1ccc(C)o1 | -8 | -18 | 5 | 0.1 | -0.8 | 6 | nt | 0 | 9
COc1ccccc1CN(C)C(=O)c1ccc(COc2ccccc2)cc1 | -4 | -4 | 2 | -0.9 | -1.5 | -12 | 2 | 11 | -2
COc1ccc(Cl)cc1C(=O)Nc1ccc(S(=O)(=O)N2CCCC2)cc1 | -6 | 1 | 1 | -0.1 | -0.4 | -7 | -4 | 5 | 0
O=C1CCCc2sccc2N1 | 4 | 4 | 18 | -0.1 | 0.3 | -3 | 9 | 2 | -8
CCOc1ccc(-c2cnc(SCC(N)=O)nc2N)cc1 | -4 | 6 | nt | 1.3 | 0.8 | 4 | 0 | 4 | -2
COc1cc(CNCCc2ccc(S(N)(=O)=O)cc2)ccc1OCc1ccc(Cl)cc1 | -10 | -7 | -3 | 0.8 | 0.6 | 3 | -1 | 19 | -8
O=C(C[C@H]1C(=O)N(CCc2ccccc2)C[C@@H]1Cc1ccccc1)Nc1ccccc1 | -2 | 0 | -1 | 0.4 | 1.3 | -2 | nt | 11 | -33
COc1ccc(NC(=O)c2cc([N+](=O)[O-])ccc2N2CCCC2)cc1 | 1 | 0 | -10 | 0.2 | 0.8 | -6 | 9 | 2 | -10
COc1cccc(OCc2nn3c(=O)c(-c4ccccc4)nnc3s2)c1 | -2 | 6 | -5 | 1.0 | 0.9 | -5 | 22 | 5 | 15
CC(=O)n1nc(-c2cccnc2)nc1NCc1ccc(F)cc1 | -1 | -4 | 6 | -0.7 | 1.5 | 6 | -11 | -1 | nt
CC1(C)CC(=O)C(C=NCCO)=C(O)C1 | -1 | -8 | 26 | nt | 0.5 | 0 | -7 | -3 | nt
O=C(CC1C(=O)NCCN1Cc1ccoc1)NCc1cccc(OC(F)(F)F)c1 (centres undefined) | -1 | -9 | -9 | -0.8 | -0.9 | -5 | 6 | 4 | 7
Cc1ccc(C)c(NC(=O)NNC(=O)c2cc3occc3[nH]2)c1 | -3 | -23 | 21 | 0.3 | 0.1 | 4 | 1 | 0 | -9
COc1ccccc1N1C(=O)C2CC=CC(C)C2C1=O (centres undefined) | 8 | -6 | 10 | -1.3 | -0.3 | 20 | -13 | 4 | -4
Cc1cccc(Oc2ccc3c(c2)cc(C(=O)O)n3C)c1 | -4 | 10 | -7 | 0.9 | -0.1 | 6 | -5 | 2 | 0

Following part
SMILES | D1 PAM | D1 antagonist | D2 PAM | D2 agonist | TRHR agonist | TRHR PAM | RXFP1 antag | D1 ag | D2 antagonist
Cc1oc(/N=C/c2ccc(Cl)cc2)c(C#N)c1C | -6 | 3 | -5 | 0.3 | 0.7 | -1 | 36 | 2 | 0
COc1cccc(N2CCCn3c2nc2c3c(=O)n(CCN3CCOCC3)c(=O)n2C)c1 | 7 | -4 | 1 | -0.1 | 0.5 | 1 | nt | 2 | 7
C/C(=N\NC(=O)c1ccc(N2CCCC2=O)cc1)c1ccc(O)cc1O | -10 | -24 | nt | nt | 0.0 | -3 | 12 | 1 | nt
CCc1ccc(CNC(=O)c2cnc3sc(N(CC)CC)nn3c2=O)cc1 | -3 | 5 | 2 | 0.9 | -0.3 | -2 | -13 | 1 | nt
COc1ccc(OCCCC(=O)NC(C)c2ccccc2)cc1 (centres undefined) | -3 | -7 | -9 | -0.2 | -0.1 | -2 | -5 | 1 | 4
COc1ccc(C2N(c3ccccc3)C(=O)C2(F)F)cc1OC (centres undefined) | -5 | -4 | 2 | -1.0 | -0.9 | -5 | -7 | 1 | 7
CC(=O)NCCC(=O)N1CCCC(N2CCN(c3cccc(Cl)c3)CC2)C1 (centres undefined) | -4 | 10 | 3 | -0.3 | 0.0 | 2 | -5 | 1 | 0

Structures listed above that bear a hit mark in TRHR PAM.
Molecule | D1 PAM | D1 antagonist | D2 PAM | TRHR agonist | TRHR PAM | RXFP1 antag | D1 ag | D2 antagonist
COC(=O)C1=C(C)NC(=O)NC1c1c(O)ccc2ccccc12 (centres undefined) | -1 | 8 | 0 | 0.2 | 35* | 4 | 1 | 14
